Mm-Cpn inhibitor – Inhibitors of TCP-1 ring complex (TRiC) of Methanococcus maripaludis (MmCpn): qHTS; Chaperonin Mm-Cpn (Methanococcus maripaludis); purified Mm-Cpn ATPase, ADP Transcreener TR-FRET; Potency, µM (titrated, usually from 76.9 µM), inactives show top-dose activity, negative = inhibition, hits mostly inhibitors; 330,000 tested, 0.031% active; AID 504842, 2011; also: potency is read from the fitted curve at half-maximal effect; % is scaled to controls: 0 for no effect and ±100 for the full control effect; nearly all actives have a fitted effect of over 80% in size
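Measured: ADP formation by purified Mm-CPN. Conditions: 25 nM protein, 10 uM ATP, Tris pH 7.4 with Mg2+, K+ and DTT, 37°C for 30 min. Detection: Transcreener HTRF after 30 min at room temperature.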
FUS yeast rescue – qHTS for Suppressors of FUS Proteinopathy: Primary screen using FUS-linked yeast assay; S. cerevisiae FUS-expressing, growth rescue, OD600, 24 h; Potency, µM (highest dose often 76.6 µM), inactives show top-dose growth rescue (activation), hits mostly activators; 390,000 tested, 0.24% active;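 also: potency is read from the fitted curve at half-maximal effect; plate controls were DMSO vehicle for no effect and reference control for full effect; nearly all actives have a fitted effect of over 55% in size; some results filed as inactive show a strong effect at the top dose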
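Compound concentration series was pinned onto galactose-induced FUS-expressing yeast seeded at OD 0.005. Plates sat 24hr at 30C; absorbance at 600 nm gave growth. DMSO served as background control.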
aSyn yeast inh – qHTS of alpha-syn Inhibitors. 370,000 tested, 0.14% active. Yeast expressing alpha-synuclein, growth rescue, BacTiter-Glo, 24 h. Potency, µM (titrated, usually from 46.1 µM), for the others: at the highest dose growth rescue (activation), hits mostly activators. AID 652106, 2013; also: potency is read from the fitted curve at half-maximal effect; % of control where 0% means no effect; nearly all actives have a fitted effect of over 65% in size
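Rescue of yeast growth: cells expressing toxic alpha-synuclein, induced in galactose at OD600 0.02, incubated with compound 24 h at 30 C. ATP luminescence quantified growth; inhibitors of toxicity appear as activators.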
PTHR1 agonist – qHTS for PTHR1 Agonists: Primary Screen; HEK293 GP2 PTHR1 cells, GloSensor cAMP luminescence, 1 h; AID 743266, 2014; Potency, µM (top dose mostly 115 µM), inactives show top-dose activation, usual class: activators; Parathyroid hormone/parathyroid hormone-related peptide receptor (Homo sapiens), Q03431; 410,000 tested, 0.075% active; also: potency is read from the fitted curve at half-maximal effect; nearly all actives have a fitted effect of over 55% in size; some results filed as inactive show a strong effect at the top dose; inactives centre near -15; many of its hits are not listed in these tables
Target sequence (Q03431 whole entry, looked up): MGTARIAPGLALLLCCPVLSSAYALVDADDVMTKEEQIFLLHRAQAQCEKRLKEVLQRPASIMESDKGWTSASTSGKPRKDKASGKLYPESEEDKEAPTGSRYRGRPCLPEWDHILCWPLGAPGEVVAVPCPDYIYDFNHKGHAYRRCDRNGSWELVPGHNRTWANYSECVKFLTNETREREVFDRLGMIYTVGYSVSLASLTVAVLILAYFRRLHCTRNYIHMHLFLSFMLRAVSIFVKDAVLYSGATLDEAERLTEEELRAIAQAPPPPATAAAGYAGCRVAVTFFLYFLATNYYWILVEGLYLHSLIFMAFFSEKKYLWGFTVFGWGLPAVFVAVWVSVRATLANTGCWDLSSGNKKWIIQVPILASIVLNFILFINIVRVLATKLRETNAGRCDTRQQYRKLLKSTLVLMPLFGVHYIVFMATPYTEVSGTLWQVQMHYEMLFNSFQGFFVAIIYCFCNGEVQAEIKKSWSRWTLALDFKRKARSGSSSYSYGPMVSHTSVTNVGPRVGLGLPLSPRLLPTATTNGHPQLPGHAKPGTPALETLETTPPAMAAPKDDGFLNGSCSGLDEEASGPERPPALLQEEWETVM
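HEK-293-derived GP2 cells expressing PTHR1 and a GloSensor cAMP reporter, 3,000/well, plated overnight, given luciferin plus IBMX (each 0.5 mM as added) for 1 h at 37 °C, then compound for 1 h at 37 °C. Luminescence was read after 15 min at room temperature.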
Abeta rescue – qHTS for compounds that reverse cellular toxicity of Amyloid beta (A-beta) peptide in yeast: Primary Screen. AID 1347071, 2019. Potency, µM (titrated, usually from 46.1 µM), inactives show top-dose growth rescue, actives largely listed as activators. 410,000 tested, 0.063% active. yeast expressing A-beta42, growth rescue, OD600, 48 h; response scale: 0% DMSO, 100% iron-clioquinol control; also: potency is read from the fitted curve at half-maximal effect; nearly all actives have a fitted effect of over 55% in size
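Growth rescue measured by 600 nm absorbance after 48 h yeast culture at 30 C with compound. Values normalized between DMSO and an equimolar ferric chloride plus clioquinol control.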
TDP-43 yeast inh – qHTS of TDP-43 Inhibitors. TDP-43 expressing yeast growth rescue, BacTiter-Glo, 24 h. Potency, µM (doses to about 46.1 µM), for the others: at the top dose growth rescue (activation), most hits filed as activators. 410,000 tested, 1.8% active; also: potency is read from the fitted curve at half-maximal effect; % of control where 0% means no effect; nearly all actives have a fitted effect of over 50% in size
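Galactose-induced TDP-43 yeast, OD600=0.02, compound pinned; 24 hr, 30 deg C; BacTiter-Glo luminescence for growth. Inhibitors of TDP-43 toxicity read as activators.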
pAkt inh – HTS Assay for Inhibitors of Akt Phophorylation: Primary Screen; Neuro2A IGF-stimulated pAkt S473 HTRF, 20 min; stronger effect = lower value; activity change, % for hits at 50 µM; 360,000 tested, 0.32% active; in the data active = activity change below about -80%; inconclusive = mostly about -51% to -80%; also: % is scaled to controls: 0 for no effect and ±100 for the full control effect
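Neuro2A cells in DMEM with 0.5% FBS, overnight at 37 deg C, given compound at single 50 µM final, then IGF (6 nM final) for 20 min at 37 deg C. Lysed; phospho-Akt Ser473 by HTRF after 24 h, 665/615 ratio.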
HEK293 tox – qHTS of GLP-1 Receptor Inverse Agonists: Cytotox Screen; HEK293 cAMP-luciferase reporter cells, luminescence, 24 h; Potency, µM (top dose mostly 38.3 µM), for the others: at the top dose activity change, negative = inhibition, most hits filed as inhibitors; 410,000 tested, 0.13% active; AID 624418, 2012;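 also: loss of luciferase light is scored as toxicity; potency is read from the fitted curve at half-maximal effect; % is scaled to controls: 0 for no effect and ±100 for the full control effect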
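A 23 nL compound transfer followed 12 hours of cell culture at 37 deg C; exposure then lasted 24 hr. Luciferase assay detection reagent was dispensed and plates read for luminescence after a 12 min room-temperature wait.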
GLP1R inv ag – qHTS of GLP-1 Receptor Inverse Agonists (Inhibition Mode); AID 624417, 2012; 410,000 tested, 1.6% active; Potency, µM (series often up to 38.3 µM), without a hit: at the top dose activity change, negative = inhibition, actives largely listed as inhibitors; HEK293 GLP-1R CRE-luciferase, luminescence, 24 h; GLP-1R form is constitutively active; also: potency is read from the fitted curve at half-maximal effect; % is scaled to controls: 0 for no effect and ±100 for the full control effect; nearly all actives have a fitted effect of over 55% in size
Target sequence (P43220 whole entry, looked up): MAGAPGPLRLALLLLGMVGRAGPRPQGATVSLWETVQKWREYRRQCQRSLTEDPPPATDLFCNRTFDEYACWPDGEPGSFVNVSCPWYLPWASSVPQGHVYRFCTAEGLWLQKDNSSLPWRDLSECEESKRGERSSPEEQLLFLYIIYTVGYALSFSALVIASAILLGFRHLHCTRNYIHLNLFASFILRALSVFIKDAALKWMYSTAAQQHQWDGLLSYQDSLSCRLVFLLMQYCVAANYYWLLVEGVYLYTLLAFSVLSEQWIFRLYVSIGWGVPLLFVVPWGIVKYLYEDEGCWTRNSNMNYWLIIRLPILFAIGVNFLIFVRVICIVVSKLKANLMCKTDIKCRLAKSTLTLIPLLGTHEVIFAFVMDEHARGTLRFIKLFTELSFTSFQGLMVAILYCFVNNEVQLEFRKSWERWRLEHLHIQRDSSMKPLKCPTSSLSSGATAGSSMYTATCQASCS
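Inverse agonists were sought by their lowering of basal cAMP reporter luciferase output in HEK293 cells stably carrying constitutively active human GLP-1R, after 24 h compound treatment.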
* marks the source's active call; other numbers are inactive results; i = inactive; ? = inconclusive; nt = no result given; [ ] = dose if it differs, or a comment. Unless noted, calls follow the shape of the dose curve; as a rule, active = well fitted curve in the direction sought with a large enough effect; inconclusive = small, poorly fitted or top-dose-only effect, or another doubt; inactive = no such curve, though single readings can be large; an effect the other way counts as inactive or inconclusive. Only part of the results is shown. The share of hits here may be higher or lower than overall.

SMILES | Mm-Cpn inhibitor | FUS yeast rescue | aSyn yeast inh | PTHR1 agonist | Abeta rescue | TDP-43 yeast inh | pAkt inh | HEK293 tox | GLP1R inv ag
Cc1nc2cc(NC(=O)N3CCN(c4ccccn4)CC3)ccc2o1 | nt | 1% | -11% | i | -1% | -22% | i | 4% | 4%
C=CCn1c(SCc2nc3ccccc3c(=O)[nH]2)nc2ccccc2c1=O | 2% | 55% | -2% | i | -5% | -3% | i | 5% | 20%
Cn1c(SC2CCCCC2=O)nnc1-c1ccncc1 (stereo not drawn) | 1% | 17% | 3% | i | -9% | -5% | i | -1% | 3%
C/C(=N\NC(=O)C1(C)CC1(Br)Br)c1ccc(C)cc1C (stereo not drawn) | -3% | nt | 18% | -18% | 0% | 24% | i | 14% | ?
O=C(Nc1cccc(S(=O)(=O)N2CCCC2)c1)c1ccc2c(c1)OCO2 | -1% | 5% | -4% | -7% | 8% | 9% | i | -10% | 11%
COc1ccc(N2CCCCn3c2nc2c3c(=O)n(C)c(=O)n2C)cc1 | 0% | 21% | -1% | -18% | -10% | -12% | i | 4% | 3%
CCn1c(O)c(C=Nc2ccccc2)sc1=O | 0% | -12% | 0% | -14% | 3% | -8% | i | 7% | 6%
O=C(Nc1cc2c3c(c1)CC(=O)N3CCC2)c1ccccc1Br | 0% | 10% | 2% | -29% | 1% | -11% | i | -3% | 22%
Cc1ccc(NS(=O)(=O)c2cc([N+](=O)[O-])ccc2N/N=C/c2sc(N3CCOCC3)nc2-c2ccccc2)c(C)c1 | 0% | 2% | 0% | -34%[inhibitor] | -2% | 13% | i | 0% | 5%
COc1ccc(Cl)cc1S(=O)(=O)NCCCn1ccnc1 | -2% | -5% | -4% | -8% | 17% | 2% | i | 22% | 6%
CCCC[C@@H]1CNC(=O)C(=O)N1CCCC | nt | -6% | -4% | i | -13% | 5% | i | -10% | 9%
Cc1cc(CCNC=O)c(C)c2c1sc1ccccc12 | nt | nt | ? | -13% | 14% | ? | i | -9% | ?
CCS(=O)(=O)N1CCN(C(=O)c2cccs2)CC1 | -4% | 16% | 9% | i | -8% | 4% | i | -6% | -1%
Cc1cc(C)cc(C(=O)NC(CC(N)=O)c2ccc(N3CCN(c4ccccc4)CC3)c([N+](=O)[O-])c2)c1 (stereo not drawn) | 0% | 18% | -6% | -34%[inhibitor] | 3% | ? | i | -25% | ?
Cc1ccc(-c2csc3ncnc(N4CCN(C)CC4)c23)cc1C | -1% | -4% | 7% | -19% | 11% | 3% | i | 8% | ?
Fc1ccc(-c2n[nH]c(=S)n2CC2CCCO2)cc1 (stereo not drawn) | 2% | 1% | 0% | -2%[57.5 µM] | -7% | -11% | i | -34% | 6%
CCc1ccc(NC(=O)CCCN2C(=S)NC(C)(C)CC2C)cc1 (stereo not drawn) | 1% | 15% | -9% | i | 14% | 18%[9.22 µM] | i | -5% | ?
COc1ccc(S(=O)(=O)N(CC(=O)NCCSc2ccccn2)c2ccccc2)cc1 | 1% | -11% | 0% | i | 2% | 7% | i | -4% | -1%
Cc1ccc(S(=O)(=O)NCC2CCC(C(=O)O)CC2)cc1 (stereo not drawn) | -2% | 28% | -17% | 0%[57.5 µM] | -4% | -27% | i | 2% | 0%
CO/N=C(\C)c1ncc(C(F)(F)F)cc1N1CCOCC1 | -26% | -6% | 3% | i | 5% | 4% | i | -10% | 3%
COc1ccccc1Nc1nc(N)nc(CSC(=S)N2CCCCC2C)n1 (stereo not drawn) | 0% | 36% | 9% | -4% | 11% | 0% | i | -1% | -17%
CCOC(=O)N1CCC(N2C(=O)c3ccccc3C2Nc2cc(OC)c(OC)c(OC)c2)CC1 (stereo not drawn) | 0% | 11% | -2% | -14% | -11% | -2% | i | -11% | 11%
Cc1cc(-c2ccc(C)c(S(=O)(=O)Nc3cccc(C#N)c3)c2)on1 | nt | 28% | nt | -23% | 6% | ? | nt | -13% | ?
CCN(C(=O)c1cnc2ccc(C)cn2c1=O)c1ccccc1 | nt | -18% | nt | i | -15% | -5% | nt | 3% | 1%

Complete entries as entered above.
`Cc1cc(-c2ccc(C)c(S(=O)(=O)Nc3cccc(C#N)c3)c2)on1` is listed as Mm-Cpn inhibitor: nt; FUS yeast rescue: 28%; aSyn yeast inh: nt; PTHR1 agonist: -23%; Abeta rescue: 6%; TDP-43 yeast inh: ?; pAkt inh: nt; HEK293 tox: -13%; GLP1R inv ag: ?
`CCc1ccc(NC(=O)CCCN2C(=S)NC(C)(C)CC2C)cc1` (stereo not drawn) is listed as Mm-Cpn inhibitor: 1%; FUS yeast rescue: 15%; aSyn yeast inh: -9%; PTHR1 agonist: i; Abeta rescue: 14%; TDP-43 yeast inh: 18%[9.22 µM]; pAkt inh: i; HEK293 tox: -5%; GLP1R inv ag: ?

More entries:
SMILES | Mm-Cpn inhibitor | FUS yeast rescue | aSyn yeast inh | PTHR1 agonist | Abeta rescue | TDP-43 yeast inh | pAkt inh | HEK293 tox | GLP1R inv ag
CCN(C[C@H]1N[C@@](CC)(C(=O)OC)[C@H]2C(=O)N(Cc3ccccc3)C(=O)[C@@H]12)S(=O)(=O)c1ccc(C)cc1 | 1% | 39% | 6% | i | -13% | 5% | i | 2% | -2%
CCCCc1nc(Cl)c(C#N)c2c1CCC2 | 0% | 2% | -1% | i | -16% | -15% | i | -2% | 0%
CCOC(=O)c1c(C)[nH]c(C(=O)OCC(=O)Nc2sccc2C(N)=O)c1C | -14% | 30% | -1% | -39% | 5% | 27% | i | ? | 11µM*
Cc1ccc(C(=O)N/C(=C/c2ccco2)C(=O)O)cc1 | 1% | -12% | 1% | i | 9% | -5% | i | -5% | 6%
COc1ccc(N2CCN(CCCNC(=O)C3CCN(S(=O)(=O)N4CCOCC4)CC3)CC2)cc1 | 0% | 7% | 0% | i | -6% | -17%[1.82 µM] | i | -2% | -4%
CC1CCN(S(=O)(=O)N2CCC(C(=O)NCc3cccnc3)CC2)CC1 | 0% | -27% | -1% | 8% | 4% | 7% | i | 1% | 11%
COCCn1c(C)cc(C(=O)CN2c3cccc4cccc(c34)S2(=O)=O)c1C | -1% | 7% | 4% | -10% | -2% | -16% | i | -4% | 3%
Cc1ncc([N+](=O)[O-])n1CCOC(=O)Nc1ccc(Cl)c(Cl)c1 | 0% | -12% | -16% | -25% | 16% | 21% | i | -8% | -16%
COC(=O)c1ccc(Oc2nc(Nc3ccc(C)c(C)c3)nc(N(C)C)n2)cc1 | 1% | 31% | -5% | -26% | -5% | -21% | i | -19% | -8%
CNc1ccccc1NC(=O)C1CCCN1C(=O)OCc1ccccc1 (stereo not drawn) | 1% | 7% | 0% | 7% | -1% | 6% | i | -3% | -7%
O=C(NC(=S)N1CCN(c2ccccc2)CC1)c1c(F)cccc1F | 0% | 23% | 13% | i | 16% | 12% | i | ? | ?
COc1cc(C2C=C(C(=O)O)Nc3ncnn32)ccc1O (stereo not drawn) | nt | -7% | nt | -23% | -10% | -4% | nt | 3% | 8%
COc1cccc(NC(=O)C2CCCC2)c1 | 1% | -21% | -3% | i | -22% | 0% | i | -5% | 0%
CCN(c1cccc(C)c1)S(=O)(=O)c1cc2c(cc1C)n(C)c(=O)c(=O)n2C | nt | -2% | nt | -18% | -10% | -5% | nt | 0% | -27%
COc1ccc(N2CCN(C(=O)Cn3cnc4c(cnn4-c4ccc(C)cc4)c3=O)CC2)cc1 | -8% | -1% | -7% | i | 14% | -19% | i | 22% | 4%
COc1cc(/C=N/NC(=O)NC2CCCCC2)cc(OC)c1O | 2% | -4% | 1% | i | 7% | 3% | i | -5% | 70%[activator]
CCc1nc(C)cn1S(=O)(=O)c1cc([N+](=O)[O-])ccc1Cl | -4% | 4% | -10% | -14% | -75%[inhibitor] | ? | i | -22% | ?
O=C(c1cccc(S(=O)(=O)N2CCOCC2)c1)N(Cc1ccco1)Cc1cccs1 | 2% | 19% | 8% | -23% | 0% | 12% | i | 3% | -12%
COc1cc(CN2CCN(Cc3ccc(C)cc3)C(CCO)C2)ccc1O (stereo not drawn) | -2% | 8% | -10% | -4% | -2% | 16% | i | 4% | -2%
OC(COCc1ccccc1)CN1CCN(c2ccccc2F)CC1 (stereo not drawn) | -1% | 1% | nt | i | 8% | 8% | nt | 5% | 4%
S=C(NCC1COc2ccccc2O1)Nc1ccccc1 (stereo not drawn) | 1% | 6% | -1% | -24% | ? | 0% | i | 1%[0.307 µM] | 3%[0.307 µM]
COc1cc2c(cc1OC)C(c1ccsc1)CC(=O)N2 (stereo not drawn) | 1% | -7% | 4% | -2% | 9% | 20% | i | -1% | 6%
COc1cc(NC(=O)c2ccccc2[N+](=O)[O-])ccc1NC(=O)c1cc2ccccc2o1 | nt | 27% | -5% | i | -2% | 2% | i | 2% | ?
Cc1ccc(N2Cc3ccccc3C2=O)cc1 | 0% | -22% | -25% | -43%[inhibitor] | -55%[inhibitor] | -26% | i | 11% | ?
COc1ccc(NC(=O)C2c3ccccc3OCC(=O)N2Cc2ccc3c(c2)OCO3)cc1 (stereo not drawn) | nt | 6% | 11% | -17% | 4% | -5% | i | -10% | -7%

Screening results deposited in PubChem by National Center for Advancing Translational Sciences (NCATS).
